# Screening results as filed in PubChem.
# Fh CTSL1 inh = Fasciola hepatica cathepsin L1 inhibitors, primary screen, counter-screen for PFM18AAP inhibitor project, biochemical, QFRET, fluorogenic peptide substrate | recombinant F. hepatica cathepsin L1, Z-Leu-Arg-MCA fluorescence | inhibition, % at 5.96 µM | AID 1906, 2009 | 0.49% of 300,000 active;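 active = inhibition above the mean of all tested compounds plus 3 SD, set per screening campaign, cut at about 17% in these data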;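 also: 0% = plate median of test compound wells and 100% = 1 µM Z-Phe-Ala-diazomethylketone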
# ZTA counter = ZTA (EBV) inhibition in EBNA-1 counter-screen; P03206; ZTA-DNA binding, fluorescence polarization; AID 2234; inhibition, % at 11 µM; 0.15% of 320,000 active; in the data active = inhibition above about 33%
# Target sequence (P03206 whole entry, looked up): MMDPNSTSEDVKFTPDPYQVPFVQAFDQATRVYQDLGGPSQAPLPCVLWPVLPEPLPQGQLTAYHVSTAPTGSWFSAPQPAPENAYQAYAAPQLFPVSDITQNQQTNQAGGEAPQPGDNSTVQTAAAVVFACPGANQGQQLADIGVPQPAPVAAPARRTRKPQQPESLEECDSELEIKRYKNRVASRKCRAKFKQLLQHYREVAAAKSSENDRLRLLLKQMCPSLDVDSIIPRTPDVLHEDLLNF
# PP5 primary = PP5 phosphatase inhibitors, primary screen, biochemical, fluorescence | AID 1987, 2009 | Serine/threonine-protein phosphatase 5 (Homo sapiens), P53041 | purified PP5c, OMFP substrate fluorescence | inhibition, % at 6.7 µM | 0.18% of 320,000 active;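 active = inhibition above the campaign's mean inhibition across all tested compounds plus 3 SD, cut at about 9.5% in these data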;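 also: 0% = DMSO only and 100% = 100 µM cantharidin control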
# Target sequence (P53041 whole entry, looked up): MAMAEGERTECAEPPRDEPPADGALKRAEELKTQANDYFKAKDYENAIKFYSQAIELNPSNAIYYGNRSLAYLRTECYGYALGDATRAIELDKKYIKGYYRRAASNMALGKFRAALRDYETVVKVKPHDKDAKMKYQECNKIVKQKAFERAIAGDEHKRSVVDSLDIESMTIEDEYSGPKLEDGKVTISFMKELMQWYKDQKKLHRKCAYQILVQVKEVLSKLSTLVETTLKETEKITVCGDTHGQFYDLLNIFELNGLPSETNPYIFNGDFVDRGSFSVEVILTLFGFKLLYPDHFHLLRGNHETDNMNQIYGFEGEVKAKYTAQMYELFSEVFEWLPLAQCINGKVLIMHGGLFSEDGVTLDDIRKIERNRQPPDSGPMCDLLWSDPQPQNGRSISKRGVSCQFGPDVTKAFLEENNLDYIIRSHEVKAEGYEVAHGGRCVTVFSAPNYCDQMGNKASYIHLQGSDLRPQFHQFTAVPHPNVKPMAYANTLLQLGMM
# EBNA-1 inh = EBNA-1 DNA-binding inhibitors, primary screen, biochemical, fluorescence polarization; 0.34% of 300,000 active; inhibition, % at 14.8 µM; AID 1950, 2009; in the data active = inhibition above about 28%
# GASC-1 inh = inhibitors of GASC-1 histone demethylase, primary screen, biochemical, fluorescence, DELFIA europium | GST-JMJD2C(1-420) H3K9me3 demethylation | Lysine-specific demethylase 4C (Homo sapiens), Q9H3R0 | inhibition, % at 2.35 µM | 0.069% of 330,000 active | AID 2099, 2009;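 active = more than half of a compound's replicate wells show inhibition beyond 50%, single wells judged on their own value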;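 also: signal counts dimethyl H3K9 product captured on neutravidin plate; 0% = median of DMSO wells and 100% = 0.3 times that DMSO median; strong numbers were not always called active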
# CR mimetic SO = reduction of superoxide in aged yeast, primary screen, HTS. S. cerevisiae aged cells, superoxide DHE fluorescence; stronger effect = lower value. 0.18% of 330,000 active. AID 2690, 2010. superoxide response (% of plate mean), % at 10 µM;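 active = superoxide response under a set limit, about three screen SD below normal, cut at about 65% in these data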;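 also: yeast aged for seven days with compound at 30 °C before DHE staining; 100% = average MFI of all compound-treated wells on the plate with controls excluded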
# core dimer inh = inhibitors of HCV core protein dimerization, primary screen, biochemical, TR-FRET, high-throughput; 0.33% of 300,000 active; TR-FRET GST/Flag-core106 dimerization, 1536-well; inhibition, % at 5 µM;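 active = inhibition above the mean of all tested compounds plus 3 SD, set per screening campaign, cut at about 45% in these data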
#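 System: GST-tagged and Flag-tagged HCV core protein residues 1-106 / Input: core106 proteins, GST 13.5 nM and Flag 17 nM / Buffer or medium: KF-containing HEPES buffer, pH 7.45, DTT, CHAPS, BSA / Probe or stimulus: Eu-anti-GST and XL665-anti-Flag labelled anti-tag antibodies / Schedule: 4 h, 22.5 °C incubation / Technique: TR-FRET 671 and 617 nm emission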
# PP1 inh = PP1-alpha phosphatase inhibitors, primary screen, counter-screen for PP5 inhibitor project, biochemical, fluorescence, OMFP substrate, single point. Serine/threonine-protein phosphatase PP1-alpha catalytic subunit (Homo sapiens), P62136. purified PP1alpha. inhibition, % at 6.7 µM. 0.9% of 320,000 active. AID 2235, 2010;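 active = inhibition above the mean inhibition of all tested compounds plus 3 SD, computed separately for each screening campaign, cut at about 15% in these data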
# TPT1 inhibitor = Candida albicans TPT1 enzyme inhibitors, primary screen, biochemical, fluorescence polarization; inhibition, % at 5 µM; 0.81% of 300,000 active; recombinant caTPT1, FP RNA substrate dephosphorylation;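 active = inhibition above the mean of all tested compounds plus 3 SD, set per screening campaign, cut at about 24% in these data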;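 also: plate controls were DMSO alone for no effect and ferristatin control at 100 nM for full effect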
# An asterisk follows results filed as active; . = no result given; & = joins results of further samples. An unsorted share of the library; overall some 3.1% were active at least once.
# The line under a structure holds: GASC-1 inh	TPT1 inhibitor	CR mimetic SO	EBNA-1 inh	ZTA counter	core dimer inh	Fh CTSL1 inh	PP5 primary	PP1 inh
1) NS(=O)(=O)c1ccc(NC(=O)CSc2nnc(-c3ccc(O)cc3)o2)cc1
  -32	-3	97	3	4	1	-3	1.4	-6
2) CC1CCCN(S(=O)(=O)c2ccc3c(c2)C(C)(C)C(=O)N3C)C1 (configuration not stated)
  -22	1	117	4	-4	2	-4	1.0	-5
3) Cc1ccc(S(=O)(=O)N2CCOCC2)cc1NC(=O)COc1ccc(C(=O)c2ccccc2)cc1
  -6	.	101	.	2	.	.	0.9	-1
4) COc1cccc2cc(-c3nnc(SCC(=O)NCCc4ccccc4)n3C)oc12
  22	-4	86	0	-7	2	1	1.3	-1
5) CC(=O)Nc1ccc(S[C@@H](CCN2CC[C@H](O)CCC2=O)c2ccccc2)cc1
  -2	.	108	.	-5	.	.	2.9	-1
6) COc1ccc(Nc2ncc(C(=O)N3CCN(c4ccccc4OC)CC3)c3ccccc23)cc1
  6	1	115	7	16	26	4	3.7	4
7) O=C(Oc1c(Br)cc(Br)c2cccnc12)N1CCCCC1
  37	1	105	-1	-27	14	-5	2.6	1
8) CS(=O)(=O)c1ncc(Cl)c(C(=O)Nc2ccc(N3CCOCC3)cc2)n1
  -5	-2	93	4	-1	-6	-1	1.4	-1
9) CCCCN(CC)C(=O)C1CCC(CNS(=O)(=O)c2cccc3nsnc23)CC1 (configuration not stated)
  0	3	97	-13	-1	-4	0	-0.5	-1
10) Cc1cccc(NC(=S)N/N=C2/CCCCc3ccccc32)c1
  -7	3	116	-7	9	-2	1	2.8	3
11) COc1cc(NC(=O)NCCN2CCN(c3ccccc3)CC2)cc(OC)c1OC
  -3	-1	96	2	8	2	2	-1.4	-3
12) Cc1cc(C(F)(F)F)c2c(N)c(C(=O)NC3CC3)sc2n1
  -4	0	106	-10	-15	3	2	2.0	-3
13) CCNc1nc(NCC)nc(N(C#N)C(C)C)n1
  0	1	95	6	17	-2	3	1.6	-1
14) Cc1ccc(C)c2c3c([nH]c12)-c1nonc1CC3
  0	-3	88	1	8	-5	3	2.2	-1
15) CC1=C(CC[C@@H](C)CO)OC2CC3C4CCC5CC(O)CCC5(C)C4CC(=O)C3(C)C12 (some centres not stated)
  0	-3	93	-2	-9	0	-1	-0.7	-1
16) CC(NC(=O)c1cc2c(cc1Cl)N1CCCCCC1=NS2(=O)=O)c1ccc(S(N)(=O)=O)cc1 (configuration not stated)
  -3	-2	93	1	4	-2	5	-0.7	-2
17) C/C(CCc1ccc2c(c1)OCO2)=N\NC(=O)c1ccccc1
  7	-1	116	3	-21	-1	0	-0.2	1
18) CSc1ncccc1C(=O)OCC(=O)N(CC(C)C)C1CCS(=O)(=O)C1 (configuration not stated)
  8	0	92	-8	6	-3	0	0.3	-2
19) COc1cc(C(C)=O)ccc1OCCN1CCC(Cc2ccccc2)CC1
  1	-3	87	6	-13	-5	-1	6.0	1
20) COc1cc(OC)cc(C(=O)NNC(=S)NC2CC2)c1
  18	-5	88	10	1	-1	-4	1.5	-2
21) O=C(Nc1cc(Cl)ccc1-n1cncn1)c1ccco1
  -5	3	92	-2	-2	-1	-8	1.1	-1
22) CCN(CC(=O)Nc1c(F)cccc1F)C(=O)Cc1ccc(OC)c(S(=O)(=O)N2CCOCC2)c1
  3	0	79	6	-6	-1	4	1.3	-4
23) CCn1ccc(=N)cc1
  7	-2	96	14	8	-2	-1	1.4	1
24) O=C(NCc1ccncc1)C(=O)NC1CC1
  5	-4	108	-11	-9	-8	0	2.0	0
25) O=C1C2CCCCC2C(=O)N1c1cccc(OS(=O)(=O)c2ccccc2)c1 (configuration not stated)
  -16	-1	80	-1	-4	-8	1	0.8	3
26) COc1ccc(CNC(=O)c2cc(SC)ccc2Cl)cc1OC
  -6	-5	118	-1	-14	0	0	1.1	-1
27) CCOC(=O)c1c(CSc2ccccc2)oc2ccc(O)cc12
  3	1	112	4	7	-8	1	6.2	2
28) CC(CC(=O)Nc1cc([N+](=O)[O-])ccc1Cl)c1ccccc1 (configuration not stated)
  37	-1	109	5	8	0	3	-1.6	-2
29) COc1ccc(C2CC(C(F)(F)F)n3nc(C(=O)NCCN4CCOCC4)cc3N2)cc1 (configuration not stated)
  -19&-3	-1	101	1	6	0	0	-1.9	-2
30) CN1C2CCC1/C(=C\c1ccccc1)C(=O)/C2=C\c1ccccc1
  24	-4	102	6	11	19	2	1.0	-1

# A second format for some results above:
no.	smiles	GASC-1 inh	TPT1 inhibitor	CR mimetic SO	EBNA-1 inh	ZTA counter	core dimer inh	Fh CTSL1 inh	PP5 primary	PP1 inh
8	CS(=O)(=O)c1ncc(Cl)c(C(=O)Nc2ccc(N3CCOCC3)cc2)n1	-5	-2	93	4	-1	-6	-1	1.4	-1
24	O=C(NCc1ccncc1)C(=O)NC1CC1	5	-4	108	-11	-9	-8	0	2.0	0
10	Cc1cccc(NC(=S)N/N=C2/CCCCc3ccccc32)c1	-7	3	116	-7	9	-2	1	2.8	3
23	CCn1ccc(=N)cc1	7	-2	96	14	8	-2	-1	1.4	1
21	O=C(Nc1cc(Cl)ccc1-n1cncn1)c1ccco1	-5	3	92	-2	-2	-1	-8	1.1	-1
12	Cc1cc(C(F)(F)F)c2c(N)c(C(=O)NC3CC3)sc2n1	-4	0	106	-10	-15	3	2	2.0	-3

# Next section
# The line under a structure holds: GASC-1 inh	TPT1 inhibitor	CR mimetic SO	EBNA-1 inh	ZTA counter	core dimer inh	Fh CTSL1 inh	PP5 primary	PP1 inh
31) Cc1ccc2nc(CSc3nnc4ccccn34)cc(=O)n2c1
  1	-7	94	8	14	1	0	0.9	-3
32) CC(=O)Nc1cccc(NS(=O)(=O)c2ccccc2[N+](=O)[O-])c1
  -5	-2	104	10	-3	0	0	1.4	-2
33) O=C(CSc1nc2ccccc2o1)N1CCN(c2ccccc2)CC1
  3	0	109	-2	3	3	2	0.7	-4
34) O=C(Nc1cc(S(=O)(=O)N2CCOCC2)ccc1-n1cncn1)c1ccc(Cl)cc1
  10	-3	109	-14	6	6	-3	-2.9	4
35) Cc1ccc(NC(=S)/C(=C(\[O-])c2ccc(C)c([N+](=O)[O-])c2)[n+]2ccccc2)cc1C
  4	-3	92	-1	0	22	0	0.4	1
36) COc1ccc(Cl)cc1NS(=O)(=O)c1cccc(C(=O)NCC(c2ccco2)N(C)C)c1 (configuration not stated)
  0	-2	97	7	-5	-3	-3	1.3	-3
37) CC1CCN(C(=O)c2ccc(N3C(=O)C4CCC(C)CC4C3=O)cc2)CC1 (configuration not stated)
  -2	0	113	-4	-13	-2	4	-0.7	-6
38) O=C1C2C3C=CC([C@@H]2C(=O)N1C1CC1)[C@H]1C(=O)N(C2CC2)C(=O)C31 (some centres not stated)
  5	-1	98	15	8	4	4	-0.3	-5
39) Cc1ccc(-c2noc(C3CCN(C(=O)Nc4ccc(C#N)cc4)CC3)n2)o1
  -13	3	92	0	20	-2	3	1.1	7
40) COc1ccc(N2C(=O)CC(N3CCOCC3)C2=O)cc1 (configuration not stated)
  2	0	116	1	6	-8	1	1.9	-1
41) Cc1ccc(C)c(CNS(=O)(=O)c2c(C)[nH]c(C)c2C(=O)N2CCCC2)c1
  6	-2	123	8	13	12	-1	-2.2	-3
42) Cc1ccc(C)c(NC(=O)CCC(=O)NNC(=O)c2cccs2)c1
  -3	-2	90	3	-9	4	-7	-0.9	-4
43) CN(/N=C\c1ccc(O)c(O)c1)c1nc(-c2ccccc2)cc(-c2ccccc2)n1
  -7	0	105	8	-2	10	4	3.9	2
44) C#CCn1ccc(O)c(Cc2ccccc2)c1=O
  -3	1	89	1	13	-1	1	1.8	-2
45) Cc1ccc(-n2nc3c(N4CCC(C(=O)NCCc5cccs5)CC4)nnc(C)c3c2C)cc1
  7	9	104	-3	5	12	-1	3.1	4
46) COc1ccccc1-n1cnnc1SCC(=O)c1c[nH]c2ccccc12
  1	0	99	2	10	12	-1	0.9	-4
47) CCn1c(N)[n+](CC(=O)Nc2ccc(SC(F)F)cc2)c2ccccc21
  2	-3	95	3	-7	-5	-1	1.3	3
48) Cc1nn(CC(=O)Nc2cccc(C(F)(F)F)c2)c(=O)c2cccn12
  5	0	105	9	-2	-2	-1	3.5	0
49) CC1SC(c2ccccc2Cl)NC1=O (configuration not stated)
  -1	-6	113	-7	10	-1	1	1.3	1
50) CCCCCCc1c(C)c2ccc(OCC(=O)N3CCC[C@H]3C(=O)O)c(C)c2oc1=O
  -6	-4	106	-2	1	0	3	5.9	0
51) OC(CN1CCOCC1)(c1ccccc1)c1ccccn1 (configuration not stated)
  -1	-1	72	-15	8	-11	0	2.6	-1
52) c1ccc(Nc2cc(-c3ccccc3)nc3ncnn23)cc1
  -14	0	105	-2	1	1	-7	0.4	3
53) COc1cc(NC(=O)CSCc2ccccc2)c(C(=O)O)cc1OC
  1	-1	95	-1	-10	-8	-2	-0.8	3
54) Cc1ccc(C2=NNC(c3cccc(F)c3)S2)cc1 (configuration not stated)
  10	-1	100	-10	4	0	1	0.6	-2
55) CN1C(=O)NC(NC(=O)c2cccs2)(C(F)(F)F)C1=O (configuration not stated)
  11	0	87	-1	-13	-6	-1	6.6	-2
56) Cc1ccc(S(=O)(=O)N2CCN(C(C)C(=O)Nc3ccccc3-c3ccccc3)CC2)cc1 (configuration not stated)
  13	0	86	8	-3	10	3	-0.5	0
57) C=CCOc1ccc(C2OC34CCCCC3C(C#N)(C#N)C2(C#N)C(=N)O4)cc1 (configuration not stated)
  11	-57	108	4	5	4	1	3.0	-1
58) CCN(CC)CCCNC(=O)C(C)n1c2ccccc2c2nc(=O)cc(C)n21 (configuration not stated)
  -2	3	103	5	-5	3	4	1.3	-6
59) CCOC(=O)COc1cccc2c(=O)n(CC(=O)NCc3ccc4c(c3)OCO4)ccc12
  18	1	113	1	1	-2	2	1.4	-4
